Source: PubChem (National Center for Advancing Translational Sciences (NCATS))
ERK EGF block: qHTS Assay for Inhibitors of the ERK Signaling Pathway using a Homogeneous Screening Assay; Stimulation with EGF; HEK293-V1b, EGF-stimulated phospho-ERK AlphaScreen; Potency, µM (top dose mostly 11.5 µM), without a hit: at the top dose activity change, negative = inhibition, most hits filed as inhibitors; actives 0.41% (n = 130,000); active = well fitted inhibition curve with a large enough effect; inconclusive = small, poorly fitted or top-dose-only effect, or effect the other way;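 also: plate controls were stimulated vehicle wells for no effect and unstimulated vehicle basal for full effect; nearly all actives have a fitted effect of over 55% in size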
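Phospho-ERK1/2 measured by AlphaScreen (SureFire) after 5 min 25 nM EGF stimulation of V1b-expressing HEK293 cells preincubated 30 min at 37C with titrated compounds; data scaled to DMSO and EGF controls, Hill-fitted AC50.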
An asterisk follows results filed as active; ? = inconclusive; & = joins results of further samples; [ ] = remark or other dose. Potency is read from the fitted curve at half-maximal effect.

ERK EGF block	Structure
?	CC12CCCCN1CCCc1c2[nH]c2ccccc12 (stereo not drawn)
-1.3%	COc1cccc(C(=O)Oc2cc(C)[nH]c(=O)c2[N+](=O)[O-])c1OC
4.7%	COc1ccc(C(=O)OCC(=O)Nc2ccc([N+](=O)[O-])cc2OC)c(O)c1
1.1%	O=C(NCc1cccnc1)c1ccc(CN2CCc3ccccc3C2)cc1
0.1%	COc1ccc(C(NC(=O)c2c(F)c(F)c(F)c(F)c2F)c2ccccc2)cc1 (stereo not drawn)
-5.4%	CC1=C(C#N)C(c2cccnc2)C2=C(N1)c1ccccc1C2=O (stereo not drawn)
-1.6%	COc1ccc(OC2C(=O)N(c3cc(C)ccc3C)C2c2ccc(OC)c(OC)c2)cc1 (stereo not drawn)
-10.4%	CC(C)NC(=O)CC(=O)NN=C1CCCCC1
-1.9%	COc1cc(NC(=O)COC(=O)/C=C/c2ccccc2Cl)cc(OC)c1
?	NCCCC[C@@H]1NC(=O)[C@H](CCC(=O)O)NC(=O)c2cc([N+](=O)[O-])cc(I)c2NCC[C@@H](C(N)=O)NC1=O
-6.5%	Cc1c(NC(=O)Nc2cccs2)cccc1[N+](=O)[O-]
0.9%	CCCc1ncc(C[n+]2ccccc2C)c(N)n1
-3.6%	COc1cc(C(C)=O)ccc1Oc1ncnc2c1cnn2-c1cccc(Cl)c1
19.0%[57.5 µM]	CCc1ccc(Nc2ncnc3nc[nH]c23)cc1
-5.7%	Fc1cccc(NC(=S)NCCc2ccccc2)c1
-2.9%[57.5 µM]	O=C(NC(=O)c1c(F)cccc1F)O/N=C1\CCCc2occc21
1.0%	COc1ccc(OC)c(NC(=O)Cn2c(C)nc3ccccc3c2=O)c1
6.8%	Cc1cc(C(=O)COC(=O)c2cccn2C)c(C)n1Cc1ccco1
-10.2%[57.5 µM]	C#CCOCCOCCOCCNc1nc(N2CCN(C(=O)C([C@@H](C)CC)n3cc(C(N)Cc4ccc(O)cc4)nn3)CC2)nc(N2CCN(C(=O)[C@H](CCC(=O)O)n3cc(C(N)[C@H](C)CC)nn3)CC2)n1 (stereo partly drawn)
-1.9%	CN(c1ccc(OCC(=O)OCC(=O)Nc2cccc([N+](=O)[O-])c2)cc1)S(=O)(=O)c1ccc(F)cc1
2.2%[57.5 µM]	CC[C@H](C)[C@H](NC(N)=O)C(=O)Nc1ccc(NC(C)=O)cc1
34.3%	COc1ccc(NC(=O)C(=O)N2N=C3CCCCC3C2(O)C(F)(F)F)cc1 (stereo not drawn)
?	O=C(CN1CCc2ccccc21)NN1CC(=O)N(c2ccccc2)CC1=O
-17.4%[57.5 µM]	Cc1ccc2nc(C3CCCN3Cc3nc(CCC(C)C)no3)[nH]c2c1 (stereo not drawn)
-5.1%	Cc1cc([N+](=O)[O-])nn1CC(=O)Nc1cc(F)ccc1F
22.4µM*	CN(C)S(=O)(=O)c1cccc(-c2csc(N/N=C/c3ccco3)n2)c1
8.8%	C=CCc1cccc(/C=N/NC(=O)CCC(=O)Nc2ccc(F)cc2)c1O
-0.6%	Cc1cc(=O)oc(C)c1C(=O)OCC(=O)c1ccc(Br)cc1
-1.9%	CCC(CC)C(=O)Nc1nnc(SCC(=O)NC(C)(C)C)s1
-30.4%	Cc1cc(Cl)ccc1OCC(=O)N/N=C1\CC2C=CCC12 (stereo not drawn)
3.5%	COc1cc(/C=N/NC(=O)c2nonc2N)cc(OC)c1OC
7.7%	c1ccc(-c2ccccc2OCCOCCN2CCCCC2)cc1
-4.0%	O=c1oc2ccccc2c(N2CCC(c3ccccc3)CC2)c1[N+](=O)[O-]
-3.3%	O=C(Oc1ccccc1)N1CCC2(CC1)CCN(c1cccc(-c3ccccc3)c1)CC2
6.3%	Cc1cc(C(=O)NCC(=O)OCC(=O)Nc2ccc(OC(F)F)cc2)ccc1[N+](=O)[O-]
-6.9%	CCOc1ccccc1Nc1nnc(SCC(=O)Nc2ccc3[nH]c(=O)[nH]c3c2)s1
-5.5%	O=C(NC(=S)NCCN1CCOCC1)c1ccc(Cl)cc1
2.2%[57.5 µM]	COc1ncnc2c1oc1nc(C)c3c(c12)CC(C)(C)OC3
9.7%[25.7 µM]	CN1C(=O)CC[C@@H]1c1cccnc1
?	COc1ccc(/C=C2\SC(=O)N(CC(=O)NNC(=O)c3ccccc3O)C2=O)cc1
-1.3%[57.5 µM]	CCOc1ccc(N/C(N)=N/c2nc(CSc3nnnn3-c3ccccc3)cc(=O)[nH]2)cc1
9.3%[57.5 µM]	Cc1ccc(-n2cc(CN3CCNC(=O)CC3)c(-c3ccc(F)cc3)n2)cc1
1.4%	N#Cc1c(-c2ccc(C(F)(F)F)cc2)cc(-c2ccccc2)[nH]c1=S
-4.8%	COc1ccc2[nH]cc(CCNC(=S)NC3CCCC3)c2c1
5.3%	COCCOC(=O)C1=C(C)OC(N)=C(C#N)C1c1cc2cccc(C)c2nc1Cl (stereo not drawn)
1.4%	CCOc1ccc(Br)cc1S(=O)(=O)NCc1ccncc1
-0.2%	O=C(CC(C(=O)O)c1ccc(Cl)cc1)c1ccccc1 (stereo not drawn)
5.6%	COC(=O)c1c(C)oc2ccc(N(C(=O)c3ccncc3)S(=O)(=O)c3ccc4ccccc4c3)cc12
?	O=C(CN1C(=O)S/C(=C\c2ccc(Cl)cc2)C1=O)NNC(=O)c1ccccc1O
5.6%	CC(=O)c1cccc(OCC(=O)N2CCN(c3ccc(C(F)(F)F)cn3)CC2)c1

The results go on.
ERK EGF block	Structure
1.1%[57.5 µM]	CCOc1cc(/C=N/NC(=O)CCn2nc(C)cc2C)ccc1O
-3.6%[57.5 µM]	C[C@]12CCC(=O)C[C@@H]1CC[C@@H]1[C@@H]2CC[C@]2(C)C=CC[C@@H]12
-7.6%	C/C(=N/NC(=O)Cc1cccs1)c1ccco1
27.1%[25.7 µM]	CC[C@H](C)[C@H](N)C1=N[C@H](C(=O)N[C@@H](CC(C)C)C(=O)N[C@@H](CCC(=O)O)C(=O)N[C@@H](C(=O)N[C@H]2CCCCNC(=O)[C@@H](CC(N)=O)NC(=O)[C@@H](CC(=O)O)NC(=O)[C@@H](Cc3cnc[nH]3)NC(=O)[C@@H](Cc3ccccc3)NC(=O)[C@@H]([C@@H](C)CC)NC(=O)[C@@H](CCCN)NC2=O)[C@@H](C)CC)CS1
5.9%	COC(=O)[C@H](COC(C)(C)C)NC(=O)O[C@H]1C(=O)c2ccc(OC)cc2O[C@@H]1c1ccc2c(c1)OCO2
4.3%	OC(COCc1cccs1)CN1CCN(c2cccc(Cl)c2)CC1 (stereo not drawn)
-6.2%	Cn1nc([N+](=O)[O-])nc1S(C)(=O)=O
-2.0%	O=C(CCNc1ccc(Cc2ccncc2)cc1)c1cccc([N+](=O)[O-])c1
?	CCOC(=O)C1(CCOc2ccccc2)CCN(Cc2cccn2-c2ncccn2)CC1
1.1%[57.5 µM]	CCOC(=O)C1(CCCc2ccccc2)CCN(C(=O)Cn2nc(C)nc2C)CC1
-6.1%	Cc1c(Cl)c(C(=O)NNC(=S)Nc2ccc(F)cc2)nn1C
5.4%	O=C(/C(=C(\[O-])c1ccccc1)[n+]1ccc2ccccc2c1)c1ccccc1
2.2%	COc1cc(-c2nc3c[n+](CC(=O)c4ccccc4)ccc3n2C)cc(OC)c1OC
1.4%	O=C(CSc1cccc(C(F)(F)F)c1)NCc1ccccc1
0.6%	O=C(NCc1ccc(-n2cccc2)cc1)c1cccc(F)c1
4.2%	COC(=O)CC1C(C)(C)C(=O)C2CC3=C4CC(=O)OC(c5ccoc5)[C@]4(C)CCC3[C@@]1(C)C2=O (stereo partly drawn)
8.6%	CCOC(=O)c1c(NC(=O)CSc2nnnn2C)sc(C(=O)N(C)C)c1C
-0.7%	COc1ccc(NC(=O)C2CCC(C(C)(C)C)CC2)cc1S(=O)(=O)N1CCCCC1 (stereo not drawn)
-5.0%	CCCN(CCC)C[C@@H]1CCCCN1CCNC(=O)N1c2ccccc2C(=O)Nc2cccnc21
6.4%	CC[C@H](C)[C@H](NC(N)=O)C(=O)Nc1ccc(OC)c(Cl)c1
?	Cc1cccc(-n2cc(CNCCc3nc(C)cc(C)n3)c(-c3cccc(F)c3)n2)c1
2.5%	Cc1nn(Cc2ccc(Cl)cc2Cl)c(C)c1NC(=O)CCl
-1.8%	C=CC[C@@](C(C)=O)(C(=O)OC)C(NC(=O)OC)c1ccccc1 (stereo partly drawn)
-3.3%	Cc1ccc(NC(=O)C2=CCN(S(=O)(=O)c3ccc(F)cc3)CC2)c(C)c1
-7.0%[57.5 µM]	COc1ccccc1CNN
-5.3%	CCOC(CCn1c(SCC(=O)Nc2cc(C)on2)nc2ccccc2c1=O)OCC
-9.0%	O=C1OCCC1Sc1nnc(-c2ccc(Cl)cc2)n1Cc1ccccc1 (stereo not drawn)
3.8%	COc1ccc(OC)c(C(=O)COC(=O)c2cccnc2Cl)c1
-1.2%	COc1cc(-c2nc(-c3ccccc3)c(-c3ccc(F)cc3)[nH]2)cc2c1OCO2
-4.7%	Cc1cccc(C)c1NC(=O)CSc1nc(-c2ccco2)cc(C(F)(F)F)n1
-7.0%	CCOc1c(C=C(C#N)C#N)c2ccccc2n1CC
1.6%	CCCCN(C)CCn1c(=S)[nH]c2cc(OCC)c(OCC)cc2c1=O
-5.2%[57.5 µM]	O=C(/C=C/c1ccccc1)N(Cc1cccs1)C1CCS(=O)(=O)C1 (stereo not drawn)
-11.3%	COC(=O)C1=C(C)Nc2sc(C(N)=O)c(N)c2C1c1ccncc1 (stereo not drawn)
-12.2%	Cc1cc(=O)oc2c1c(C)nn2-c1ccc(Cl)cc1
-4.6%	O=C(Nc1ccc(Cl)cc1)C(c1ccccc1)N1CCOCC1 (stereo not drawn)
-1.3%	CCOC(=O)C1(CCCc2ccccc2)CCN(C(=O)CCc2cnn(C)c2)CC1
16.2%	Cc1cc(C)n2ncc(C(=O)NC3CCCCC3)c2n1
4.6%	Cc1ccc(CONC(=O)c2ccc(OC(F)F)cc2)cc1
0.4%	CCOC(=O)C1(Cc2ccccc2)CCN(Cc2cccc3nccnc23)CC1
4.5%	COc1ccc(NC(=O)c2cc(S(=O)(=O)N(Cc3ccccc3)c3ccccc3)ccc2Cl)cn1
-2.5%	CN1CCC(N(C)C(=O)Cc2ccccc2[N+](=O)[O-])CC1
-13.5%	CC(OC(=O)c1oc2ccccc2c1COc1ccccc1)C(N)=O (stereo not drawn)
-8.8%	CC(/C=C/c1cccc([N+](=O)[O-])c1)=N/NC(=O)c1cccnc1
-1.9%	CCOc1ccc(/C=C2/C(=O)N(c3ccc(OC)cc3)C(=S)N2CC(=O)OC)cc1OCC
-1.9%	COc1ccc(NC(=O)CSc2n[nH]c(N)n2)cc1OC
-2.5%	Cc1ccc(S(=O)(=O)N(C)C)cc1NC(=S)NCCc1ccccn1
23.8%&9.6%	CCCNCC(O)COc1ccccc1C(=O)CCc1ccccc1 (stereo not drawn)
5.4%	CSCC(C)N1CCC(CO)(CCCc2ccccc2)CC1 (stereo not drawn)
5.2%	O=C(COc1cc(Cl)ccc1Cl)Nc1ccc2c(c1)CCC2

Reformatted: 4 of the compounds above.
SMILES,ERK EGF block
COc1ccc(NC(=O)C2CCC(C(C)(C)C)CC2)cc1S(=O)(=O)N1CCCCC1 (stereo not drawn),-0.7%
Cc1c(Cl)c(C(=O)NNC(=S)Nc2ccc(F)cc2)nn1C,-6.1%
CCC(CC)C(=O)Nc1nnc(SCC(=O)NC(C)(C)C)s1,-1.9%
C#CCOCCOCCOCCNc1nc(N2CCN(C(=O)C([C@@H](C)CC)n3cc(C(N)Cc4ccc(O)cc4)nn3)CC2)nc(N2CCN(C(=O)[C@H](CCC(=O)O)n3cc(C(N)[C@H](C)CC)nn3)CC2)n1 (stereo partly drawn),-10.2%[57.5 µM]

Remaining list, next part
ERK EGF block	Structure
-2.7%	O=C(c1ccc(-c2ccc([N+](=O)[O-])cc2Cl)o1)N1CCOCC1
-12.9%	Cc1cc(NC(=O)CSc2ncnc3c2cnn3-c2cccc(Cl)c2)no1
8.6%	Cc1cnc(CNc2nc(-c3ccc4c(c3)OCO4)nc3ccccc23)cn1
-6.7%	Cc1cc(C)n2nc(C(=O)N/N=C/c3ccc(Cl)cc3)nc2n1
1.4%	Cc1ccccc1NC(=S)c1nc2ccccc2[nH]1
-7.3%	CO/N=C(/C)CCS(=O)(=O)c1ccccc1
0.3%	COC(=O)c1ccc2c(=O)n(-c3ccccc3)c(SCN3C(=O)c4ccccc4C3=O)nc2c1
2.2%	COC(=O)Nc1sc2c(c1C(N)=O)CCC(C)C2 (stereo not drawn)
-4.8%[57.5 µM]	CCCCCCCN1C=CC(=O)CC1
0.8%[57.5 µM]	NC(=O)[C@@H]1CCCN1Cc1nc(Cc2ccccc2F)no1

A draw from above in order of number of heavy atoms, lowest first.
ERK EGF block	Structure
-4.8%[57.5 µM]	CCCCCCCN1C=CC(=O)CC1
-7.3%	CO/N=C(/C)CCS(=O)(=O)c1ccccc1
1.4%	Cc1ccccc1NC(=S)c1nc2ccccc2[nH]1
0.8%[57.5 µM]	NC(=O)[C@@H]1CCCN1Cc1nc(Cc2ccccc2F)no1
-6.7%	Cc1cc(C)n2nc(C(=O)N/N=C/c3ccc(Cl)cc3)nc2n1
8.6%	Cc1cnc(CNc2nc(-c3ccc4c(c3)OCO4)nc3ccccc23)cn1
0.3%	COC(=O)c1ccc2c(=O)n(-c3ccccc3)c(SCN3C(=O)c4ccccc4C3=O)nc2c1

Next records.
ERK EGF block	Structure
-2.9%	C=CC#CC1(O)CC(C)[N+](C)(C)CC1C (stereo not drawn)
2.2%	CCc1nnc(NC(=O)CSc2nc3[nH]ncc3c(=O)[nH]2)s1
12.6%[57.5 µM]	Cc1ccc(C(=O)Cn2nnc(-c3cccs3)n2)cc1
4.0%	CCN(CC)S(=O)(=O)c1cc(NC(=O)C(C)N2CCc3ccccc32)ccc1C (stereo not drawn)
3.9%	CCOc1ccccc1-n1nnnc1SC(C)C(=O)OC (stereo not drawn)

Some of the compounds tested; count on the stated rates, not on these rows.
